# HT1080 IDH1KD tx – toxicity to HT-1080 IDH1 knockdown cells (counter line) | HT-1080 IDH1 knockdown viability, ATP luminescence, 48 h | Potency, µM (highest dose often 46.1 µM), without a hit: at the highest dose activity, negative = toxicity, actives largely listed as cytotoxic | 360,000 compounds, 2% hits | AID 686971;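 note: potency is the fitted concentration of half-maximal effect; 0% = DMSO wells and -100% = cell-free medium wells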
#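 Viability of IDH1-knockdown HT-1080 fibrosarcoma cells was assessed by CellTiter-Glo after 48 h at 37 °C with titrated compound; concentration-effect curves were classified by fit quality and response size.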
# ATXN2 expr inh – inhibitors of ATXN2 expression. HEK-293 ATXN2-luciferase reporter, luminescence, 24 h. 360,000 compounds, 0.72% hits. AID 1745845. Potency, µM (series often up to 57 µM), for inactives: at the highest dose activity change, negative = inhibition, usual class: inhibitors; note: potency is the fitted concentration of half-maximal effect; % is set by controls: 0 for no effect and ±100 for the full control effect; nearly all actives have a fitted effect of over 55% in size
#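 qHTS (up to 57 uM final) was run with 24 h compound exposure of reporter cells at 37 °C. Each well was multiplexed: SteadyGlo luminescence measured ATXN2-luciferase expression after a fluorogenic Gly-Phe-AFC viability readout (25 uM final).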
# KB-V1 MDR tox – KB-V1 MDR subline cytotoxicity. AID 1347076. Potency, µM (series often up to 46.1 µM), for the others: at the highest dose activity change, negative = cytotoxicity, hits mostly cytotoxic. KB-V1 MDR cells viability, CellTiter-Glo, 72 h. 400,000 compounds, 3.4% hits; note: potency is the fitted concentration of half-maximal effect; % is set by controls: 0 for no effect and ±100 for the full control effect; nearly all actives have a fitted effect of over 60% in size
#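 Cytotoxicity toward P-gp-expressing KB-V1 cells was determined as loss of CellTiter-Glo luminescence after 72 h at 37 degrees C. Compounds were tested in quantitative HTS format across a concentration range, with curves fitted to normalized data.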
# KB-3-1 cytotox – kills parental KB-3-1 adenocarcinoma cells. KB-3-1 viability, CellTiter-Glo ATP luminescence, 72 h. Potency, µM (series often up to 46.1 µM), inactives show at the top dose activity change, negative = cytotoxic, most hits filed as cytotoxic. 400,000 compounds, 1.4% hits. AID 1347075; note: potency is the fitted concentration of half-maximal effect; % is set by controls: 0 for no effect and ±100 for the full control effect; nearly all actives have a fitted effect of over 60% in size
#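 Cytotoxicity in the drug-sensitive parental line KB-3-1 was scored as loss of CellTiter-Glo luminescence following 72 h incubation with compound. Values come from curve fitting of normalized concentration-response data.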
# HT1080NT lethal – kills 2HG-producing HT-1080-NT fibrosarcoma cells; HT-1080-NT fibrosarcoma viability, CellTiter-Glo ATP luminescence, 48 h; Potency, µM (top dose mostly 46.1 µM), for inactives: at the top dose activity, negative = less viability, hits mostly cytotoxic; 360,000 compounds, 1.6% hits;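 note: NT is the 2HG producing partner of a matched IDH1 knockdown line; potency is the fitted concentration of half-maximal effect; 0% = DMSO-treated cells and -100% = media-only wells without cells; nearly all actives have a fitted effect of over 55% in size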
#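 Compounds were tested in concentration-response format on HT-1080-NT cells for 48 hours at 37 degrees C. Cell viability came from CellTiter-Glo luminescence; curves were classified by r2, response magnitude and activity.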
# SW480 rerep – induces DNA re-replication in SW480 colon adenocarcinoma cells | SW480 DNA re-replication, Hoechst DNA content imaging, 48 h | Potency, µM (highest dose often 46.1 µM), without a hit: at the top dose re-replication activation, most hits filed as activators | 340,000 compounds, 1.8% hits; note: potency is the fitted concentration of half-maximal effect; % of control where 0% means no effect; nearly all actives have a fitted effect of over 55% in size
#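 Image-based DNA-content assay: after two days of treatment, nuclei were labelled with the DNA dye Hoechst and imaged, and hits were compounds raising the count of nuclei showing high fluorescence intensity.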
# MCF10A rerep – DNA re-replication induction in MCF 10a cells; MCF 10A DNA re-replication, Hoechst nuclear intensity, 48 h; Potency, µM (doses to about 46.1 µM), for inactives: top-dose activity, positive = re-replication, hits mostly activators; 350,000 compounds, 2.9% hits; AID 624296; note: potency is the fitted concentration of half-maximal effect; % of control where 0% means no effect; nearly all actives have a fitted effect of over 50% in size
# IL-1B inflam inh – inflammasome signaling inhibition, IL-1 beta readout; THP-1 LPS/ATP IL-1B secretion, AlphaLISA, 16 h; active compounds read low; 360,000 compounds, 4.7% hits; activity change, % at 57.5 µM; in the data active = activity change below about -50%; inconclusive = mostly about -30% to -49%; note: % is set by controls: 0 for no effect and ±100 for the full control effect
#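 Secreted IL-1B measured by AlphaLISA bead assay after 16 h compound exposure of THP-1 cells; compounds (final up to 57.5 uM) added 1 h before LPS (250 ng/mL) and ATP (1.25 mM) stimulation; lower signal means less secretion.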
# ATXN viability – viability counter-screen for ATXN expression inhibitors; S2 cells (HEK-293 line with an ATXN2-luciferase reporter) viability, CellTiter-Fluor protease fluorescence, 24 h; Potency, µM (highest dose often 56.7 µM), actives largely listed as cytotoxic; 400,000 compounds, 0.49% hits; AID 651635; note: potency is the fitted concentration of half-maximal effect; nearly all actives have a fitted effect of over 40% in size
# The depositor's hits bear a star; i = inactive; ? = inconclusive; nt = not tested or not shown; [ ] = another dose, or the depositor's remark. Unless noted, calls come from the whole dose curve; as a rule, active = well fitted curve in the direction sought with a large enough effect; inconclusive = small, poorly fitted or top-dose-only effect, or another doubt; inactive = no such curve, though single readings can be large; an effect the other way counts as inactive or inconclusive.
SMILES,HT1080 IDH1KD tx,ATXN2 expr inh,KB-V1 MDR tox,KB-3-1 cytotox,HT1080NT lethal,SW480 rerep,MCF10A rerep,IL-1B inflam inh,ATXN viability
CCOC(=O)C1CCN(C(=O)c2cccc(NS(=O)(=O)c3ccc(Br)cc3)c2)CC1,-3%,3%,3%,-23%,3%,0%,18%,-12,i
CC(=O)Nc1ccc(Sc2ncnc3scc(-c4ccccc4)c23)cc1,-23%,-11%,-11%,-1%,-26%,-9%,13%,?,i
Cc1sc2ncnc(NCCc3ccc(S(N)(=O)=O)cc3)c2c1C,?,?,1%,-20%,-20%,1%[9.22 µM],6%,-19,i
CN(Cc1cccc(Cl)c1Cl)C(=O)c1ccc(NC(=O)CC#N)cc1,-17%,4%,?,8%,-10%,-2%,-1%,9,i
O=C(NNC(=O)C1CCC1)c1ccc(Cl)cc1,1%,1%,17%,?,-1%,?,2%,0,i
N=c1c(S(=O)(=O)c2ccc(Br)cc2)cc2c(=O)n3ccccc3nc2n1Cc1ccco1,-2%,nt,-9%,0%,-5%,-2%,?,?,nt
CC(NC(=O)CC(O)(C(F)(F)F)C(F)(F)F)c1ccccc1 (stereo not given),-7%,4%,3%,0%,0%,13%,?,12,i
COc1cc(/C=N/NC(=O)c2cc(-c3ccc4c(c3)OCO4)n[nH]2)ccc1O,-27%,nt,-6%,?,-29%,0%,5%,-154*,i
O=C(NCc1cccs1)c1ccc(CSc2nc3ccncc3n2Cc2ccccc2F)cc1,nt,12%,-10%,-15%,nt,nt,nt,nt,i
O=C(NC1CCN(C(=O)Nc2cccc(F)c2)CC1)C1CCCCC1,23%,-6%,2%,-7%,15%,-13%,-1%,-12,i
COc1ccccc1/C=C/C(=O)OCCN1CCOCC1,12%,8%,12%,17%,1%,-2%,-5%,2,i
Cc1ccc(CNC(=O)c2ccc3c(c2)NC(=O)C(CS(=O)(=O)Cc2cccc(F)c2)N3)cc1 (stereo not given),nt,3%,-21%,-21%,nt,nt,nt,nt,i
Cc1nn(-c2ccccc2)c(C)c1C(=O)OCC(=O)Nc1cccc(S(N)(=O)=O)c1,-9%,-16%,0%,-13%,1%[9.24 µM],-7%,-4%,-2,i
CN(C)CCN(C(=O)c1ccc2c(c1)OCCO2)c1nc2cc3c(cc2s1)OCO3,-5%,5%,-2%,0%,-3%,-1%,-2%,-54*,i
CC1Cn2c(nnc2-c2cccs2)S1 (stereo not given),-2%,10%,8%,16%,1%,-4%,-3%,13,i
COCCn1c(=O)[nH]c2cc(C(=O)NCCN3CCN(c4ccc(OC)cc4)CC3)ccc2c1=O,-1%,-3%,14%,-3%,1%,-2%,-3%,15,i
CC1=C(C(=O)N(C(C)C)C(C)C)CC(CC(=O)NCCc2ccccn2)C(=O)N1CCCN1CCCC1=O (stereo not given),12%,8%,?,0%,14%,nt,nt,-9,i
CC1CCCCC1NC(=S)Nc1ccc(Cl)cc1Cl (stereo not given),-3%,5%,?,-30%,-7%,-5%,?,-9,i
O=C(CSc1ccsc1[N+](=O)[O-])NCc1ccco1,-4%,nt,4%,-6%,-2%,-2%,0%,13,i
CCN1CCCC1CNC(=O)CCc1nnc(CCC2CCCCC2)o1 (stereo not given),-5%,0%,29%,2%,8%,-1%,8%,-2,i
CCOC(=O)c1csc(NC(=O)c2ccc(N3C(=O)CCC3=O)cc2)n1,5%,3%[11.3 µM],29%,21%,-1%,-13%,0%,25,i
Cc1ccc(C)c(NC(=O)CCN2CCC(C)CC2)c1,15%,-5%,?,-1%,0%,-3%,-3%,0,i
COc1ccc(-c2nn(C)c(=O)c3ccccc23)cc1NC(=O)Cn1nc(-c2ccccc2)c2ccccc2c1=O,-8%,3%,?,28%,3%,3%,0%,-8,?
CCOC(=O)c1cnc(-c2ccccc2)nc1Oc1ccc(OC)cc1,4%,-2%[11.3 µM],-8%,8%,2%,-5%,-1%,6,i
CCCc1nc2ccccc2n2c(-c3cccc(C)c3)c3c(=O)n(C)c(=O)n(C)c3c12,nt,-3%,-8%,-23%,nt,nt,nt,nt,i
Cc1cc(/C=C\c2ccccc2)nc2ccccc12,-24%,56%[activator],-17%,?,2%,?,37%,-52*,i
Cc1ccccc1NC(=O)CSc1nnc(-c2ccco2)n1N,6%,22%,22%,11%,18%,-2%,-5%,-4,i
O=C(c1ccc(F)cc1)c1cn(Cc2ccc(F)cc2)c2cc3c(cc2c1=O)OCCO3,-1%,-8%,17%,6%,-20%,0%,-11%,?,i
Cc1ccc(-c2noc(CCCOc3ccc(Cl)cc3Cl)n2)cc1,6%,-7%,6%,-3%,11%,7%,24%,-2,i
NC(=O)N1CCc2ccccc21,5%,1%,-3%,6%,8%,-6%,2%,5,i
CC(=O)NC12CC3CC(C1)CC(C(=O)OCC(=O)c1ccc4c(c1)OCCO4)(C3)C2,-6%,58%[activator],13%,-2%,-9%,-1%,0%,-10,?
CCOC(=O)c1sc(NC(=O)CSc2nnnn2-c2ccc(C)c(C)c2)nc1C,4%,-14%,-13%,-5%,13%,1%,5.8µM*,60,i
Cc1csc(SCC(=O)Nc2nc3ccccc3s2)n1,2%,61%[activator],7%,15%,3%,0%,2%,28,i
O=C(Nc1nnc(C2=COCCO2)o1)c1ccc(S(=O)(=O)N2CCCCC2)cc1,-26%,0%,?,-23%,-19%,?,?,15,i
Cc1ccnc(SCc2cc(=O)c(OC(=O)c3ccc(Br)o3)co2)n1,-4%,-3%,-5%,-3%,-6%,-9%,-1%,12,i
O=C1CN(C(=O)COC(=O)C2=COCCO2)c2ccccc2N1,8%,0%,5%,9%,2%,1%,0%,23,i
NC(=O)c1c(NC(=O)c2ccc(F)cc2)sc2c1CCC2,-15%,44%[activator],-7%,11%,-18%,1%,9%,-2,i
CCC(CC)C(=O)c1c[nH]c(C(=O)NCCOC)c1,11%,-4%,-4%,3%,18%,-1%,0%,24,i
COC(=O)CN1C(=O)C(O)(CC(=O)c2ccc(C)o2)c2ccccc21 (stereo not given),7%,-4%,-4%,0%,17%,?,-4%,-5,i
CCC(CC)C(=O)Nc1nnc(SCC(=O)NC(C)(C)C)s1,0%,nt,14%,1%,-5%,7%,18%,-3,i

# Single records (already shown). Order of values: HT1080 IDH1KD tx, ATXN2 expr inh, KB-V1 MDR tox, KB-3-1 cytotox, HT1080NT lethal, SW480 rerep, MCF10A rerep, IL-1B inflam inh, ATXN viability
# `CCC(CC)C(=O)c1c[nH]c(C(=O)NCCOC)c1` as listed: 11%, -4%, -4%, 3%, 18%, -1%, 0%, 24, i
# `Cc1ccnc(SCc2cc(=O)c(OC(=O)c3ccc(Br)o3)co2)n1` as listed: -4%, -3%, -5%, -3%, -6%, -9%, -1%, 12, i
# `CCOC(=O)c1sc(NC(=O)CSc2nnnn2-c2ccc(C)c(C)c2)nc1C` as listed: 4%, -14%, -13%, -5%, 13%, 1%, 5.8µM*, 60, i

# Next results follow:
SMILES,HT1080 IDH1KD tx,ATXN2 expr inh,KB-V1 MDR tox,KB-3-1 cytotox,HT1080NT lethal,SW480 rerep,MCF10A rerep,IL-1B inflam inh,ATXN viability
O=C(CN1C(=O)COc2ccccc21)N(Cc1cccnc1)Cc1ccccc1F,-16%,-9%,-6%,-2%,0%,-2%,16%,11,i
N=C1S/C(=C\c2cn[nH]c2-c2ccc(F)cc2)C(=O)N1c1ccccc1F,?,17%,?,-4%,?,-3%,-2%,-25,i
Cc1cccc(N2CCN(C(=O)Cn3ncc4c5ccccc5n(C)c4c3=O)CC2)c1C,nt,9%,15%,4%,nt,nt,nt,nt,i
Cc1ccc(-n2c(-c3ccc(Br)cc3)n[nH]c2=S)c(C)c1,3%,nt,?,1%,3%,nt,nt,12,i
O=C(c1sccc1-n1cccc1)N1CCCC1,17%,3%,4%,3%,13%,0%,3%,0,i
Cc1cc2[nH]c(=O)c(=O)[nH]c2cc1S(=O)(=O)NC1CCC(C)CC1 (stereo not given),0%,nt,24%,0%,1%,-14%,13%,11,i
O=C(N/N=C/c1sc(=O)n(-c2ccccc2)c1Cl)c1ccncc1,?,nt,-26%,-12%,-10%,-14%,10%,0,i
Cn1cccc1Cc1nnc(SCC(=O)NC2CCCC2)n1-c1ccc(F)cc1,12%,8%,9%,-5%,7%,-2%,18%,1,i
COc1cccc(C(=O)NCCCNC(=O)c2ccco2)c1,2%,25%,-13%,14%,16%,-1%,-1%,21,i
CC(=O)NS(=O)(=O)c1ccc(NC(=S)NC(=O)Cc2ccccc2)cc1,11%,1%,0%,2%,6%,-1%,7%,20,i
COc1ccc(-c2noc(-c3nnn(-c4ccc(C)cc4C)c3C)n2)cc1,nt,2%,-6%,-1%,nt,nt,nt,nt,i
O=C(Cc1ccc(F)cc1)N1CCN=C1SCc1ccc([N+](=O)[O-])cc1,-16%,-25%,?,-19%,-13%,-7%,3%,-64*,i
Cc1ccc2nc(-c3ccc4c(c3)NC(=O)CO4)cn2c1,11%,-35%,?,1%,27%,15%,8%,21,?
CCN(CC)CCN1C(=O)C(=O)/C(=C(/O)c2ccc(OC)c(OC)c2)C1c1ccccn1 (stereo not given),-5%,-3%,-2%,1%,-2%,-2%,13%,-11,?
CCc1ccc(CNC(=O)C2CCCN(S(=O)(=O)N3CC(C)CC(C)C3)C2)cc1 (stereo not given),13%,-28%,-15%,-3%,12%,?,-5%,-9,i
Cc1cccc(-c2nc(Nc3ccc(O)cc3)c3ccccc3n2)c1,12µM*,2%,-7%,-6%,-47%,?,?,-81*,i
Cc1ccc2c(c1)C(c1ccc(F)cc1)N(C(=O)c1cccc(C(F)(F)F)c1)CC(=O)N2 (stereo not given),nt,?,8%,1%,nt,nt,nt,nt,?
Cc1ccnc(NC(=O)Cn2cc([N+](=O)[O-])cn2)c1,14%,39%,5%,-7%,1%,2%,-2%,34,i
